# MBNL1-CUG inh: qHTS Assay for Inhibitors of MBNL1-poly(CUG) RNA binding | TR-FRET MBNL1-His/biotin-(CUG)12 binding, 665/545 ratio | Potency, µM (top dose mostly 57.5 µM), without a hit: at the top dose activity change, negative = inhibition, most hits filed as inhibitors | Muscleblind-like protein 1 (Homo sapiens), Q9NR56 | 280,000 tested, 0.036% active | AID 2675, 2010; active means well fitted inhibition curve with a large enough effect in the signal ratio, with a control signal flat, not every such curve was filed as active; inconclusive means small, poorly fitted or top-dose-only effect, or effect the other way, or a change in a side signal; inactive means no such curve, though single readings can be large or run the other way; the % refers to the signal ratio; further: potency means the concentration at half of the fitted maximal effect; on the % scale 0 is the no-effect control and ±100 the full control effect
#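 Compound titration spanned 92 nM–58 uM against the MBNL1-His/biotin-(CUG)12 complex. After 60 min at room temperature with 5 nM streptavidin-XL665 and 0.055 ng/ul terbium anti-His, ratiometric 665/545 nm emission (Ex 340 nm) normalized to controls.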
# VP16 counter: VP16 counterscreen qHTS for inhibitors of ROR gamma transcriptional activity; Drosophila S2 Gal4-VP16 UAS-luciferase, luminescence, 20 h; Potency, µM (top dose mostly 53.6 µM), without a hit: at the top dose activity, negative = inhibition, actives largely listed as inhibitors; 310,000 tested, 3.5% active; AID 2546, 2010;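 further: Gal4-VP16 expression switched on by copper sulfate through the metallothionein promoter; potency means the concentration at half of the fitted maximal effect; on the % scale 0 is the no-effect control and ±100 the full control effect; nearly all actives have a fitted effect of over 50% in size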
# FLuc modulator: qHTS profiling assay for firefly luciferase inhibitor/activator using purifed enzyme and Km concentrations of substrates (counterscreen for miR-21 project) | Potency, µM (series often up to 57.5 µM), for inactives: at the top dose activity change, negative = inhibition, hits mostly inhibitors | Luciferin 4-monooxygenase (Photinus pyralis), P08659 | 360,000 tested, 6.9% active | purified FLuc, Km substrates, luminescence inhibition;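 further: potency means the concentration at half of the fitted maximal effect; plate controls were vehicle for no effect and reference inhibitor for full effect; nearly all actives have a fitted effect of over 55% in size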
#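 Biochemical qHTS of compounds, final roughly 60 µM downward over six points, against 10 nM purified firefly luciferase using Km concentrations of substrates (10 uM D-luciferin, 10 uM ATP) in Tris acetate pH 7.5 buffer; luminescence output.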
# Menin MLL FP TR: qHTS Assay for Inhibitors Targeting the Menin-MLL Interaction in MLL Related Leukemias: Competition With Texas Red Labeled MLL-derived Mutant Peptide. O00255. Menin + Texas Red MLL mutant peptide, fluorescence polarization. Potency, µM (titrated, usually from 61.6 µM), without a hit: at the top dose FP activity change, negative = inhibition, most hits filed as inhibitors. 270,000 tested, 0.23% active; active means well fitted inhibition curve with a large enough effect in the polarisation, with a control signal flat, not every such curve was filed as active; inconclusive means small, poorly fitted or top-dose-only effect, or effect the other way, or a change in a side signal; inactive means no such curve, though single readings can be large or run the other way; the % refers to the polarisation; further: potency means the concentration at half of the fitted maximal effect; % of control where 0% means no effect; many of its hits are not listed in these tables
# Target sequence (O00255 whole entry, looked up): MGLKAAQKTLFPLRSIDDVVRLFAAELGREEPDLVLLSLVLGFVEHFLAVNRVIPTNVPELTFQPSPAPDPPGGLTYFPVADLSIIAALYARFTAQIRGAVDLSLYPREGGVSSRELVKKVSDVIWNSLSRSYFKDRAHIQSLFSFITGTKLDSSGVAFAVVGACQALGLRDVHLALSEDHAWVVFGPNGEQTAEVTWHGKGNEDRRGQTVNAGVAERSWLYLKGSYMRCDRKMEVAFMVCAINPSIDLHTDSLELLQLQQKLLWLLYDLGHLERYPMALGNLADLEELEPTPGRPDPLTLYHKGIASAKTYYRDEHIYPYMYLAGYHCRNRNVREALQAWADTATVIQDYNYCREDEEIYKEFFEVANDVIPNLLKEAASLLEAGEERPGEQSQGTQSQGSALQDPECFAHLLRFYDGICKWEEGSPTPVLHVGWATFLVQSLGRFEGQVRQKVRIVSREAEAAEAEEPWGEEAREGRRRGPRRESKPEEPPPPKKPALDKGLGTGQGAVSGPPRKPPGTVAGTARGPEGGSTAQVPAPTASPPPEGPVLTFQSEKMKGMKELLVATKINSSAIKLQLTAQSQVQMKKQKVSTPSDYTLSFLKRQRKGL
# Mito fusion yeast: qHTS Assay for Small Molecule Inhibitors of Mitochondrial Division or Activators of Mitochondrial Fusion | S. cerevisiae fusion-defective mutant growth rescue, CellTiterGlo 48 h | Potency, µM (doses to about 46.1 µM), without a hit: at the top dose growth rescue (activation), hits mostly activators | 320,000 tested, 0.23% active | AID 485298, 2010;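 further: potency means the concentration at half of the fitted maximal effect; % of control where 0% means no effect; nearly all actives have a fitted effect of over 45% in size; temperature-sensitive fusion mutants such as fzo1-1 at 37 °C on non-fermentable ethanol glycerol medium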
#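 S. cerevisiae fusion-defective temperature-sensitive mutants (e.g. fzo1-1, mgm1-5) grown 48 h at 37C in YPEG (ethanol/glycerol non-fermentable) medium with 23 nl compound per well; growth rescue read as CellTiterGlo luminescence.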
# Rab9 prom act: qHTS Assay for Rab9 Promoter Activators. Huh7 Rab9 promoter-luciferase reporter, luminescence, 24 h. Potency, µM (highest dose often 9.22 µM), without a hit: top-dose activation, negative = inhibition, usual class: activators. 320,000 tested, 2.8% active. AID 485297, 2010; further: potency means the concentration at half of the fitted maximal effect; % of control where 0% means no effect; nearly all actives have a fitted effect of over 60% in size
#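 Luminescence read-out: Huh7 cells stably expressing Rab9-luciferase, treated 24 h with compound at 37 °C, then lysed with luciferase reagent for 10 min at ambient before reading.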
# PKM2 activator: qHTS Assay for Activators of Human Muscle isoform 2 Pyruvate Kinase; purified PKM2, Kinase-Glo ATP luminescence, activation; response scale: 0% is enzyme alone, no compound; Potency, µM (doses to about 57.5 µM), for inactives: top-dose activation, actives largely listed as activators; 260,000 tested, 0.34% active; further: potency means the concentration at half of the fitted maximal effect; on the % scale 0 is the no-effect control and ±100 the full control effect; nearly all actives have a fitted effect of over 55% in size
#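 Purified hPK-M2 (>95%) run at intermediate activity with 0.1 mM ADP and 0.5 mM PEP in 50 mM imidazole pH 7.2, KCl, MgCl2; 1 h room temperature. ATP formed read by Kinase-Glo luminescence; normalized to uninhibited and no-enzyme controls.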
# KCNH2 3.1 inh: qHTS for Inhibitors of KCHN2 3.1: Mutant qHTS; Potassium voltage-gated channel subfamily H member 2, brain isoform KCNH2 3.1 (human); 340,000 tested, 0.95% active; activity change, % (tested at about 1.8 µM); AID 720553, 2013; U2OS KCNH2 3.1, thallium flux FluxOr; hits give low values;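 active means maximum activity change below -70%; inconclusive means maximum activity change from -70% to -50%; inactive means maximum activity change above -50%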;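 further: thallium influx rate constant from kinetic fluorescence after stimulation buffer; on the % scale 0 is the no-effect control and ±100 the full control effect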
#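 Steps: virus added to U2OS suspension (4 h, RT, dark); medium with 10% FBS added, cells plated, 37 C overnight; FluxOr/Red40 loading buffer 45 min RT; stimulation buffer, 2 min kinetic read; rate constant normalized.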
# ELG1 repair inh: qHTS screen for small molecules that inhibit ELG1-dependent DNA repair in human embryonic kidney (HEK293T) cells expressing luciferase-tagged ELG1; Potency, µM (doses to about 46.1 µM), for inactives: at the top dose activity change, negative = inhibition, most hits filed as inhibitors; 330,000 tested, 2.3% active; HEK293T ELG1-luciferase reporter, luminescence, 16 h; DNA damage induced by 5-fluorouridine; further: potency means the concentration at half of the fitted maximal effect; on the % scale 0 is the no-effect control and ±100 the full control effect; nearly all actives have a fitted effect of over 55% in size
#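 DMSO vehicle served as the neutral condition. Each well held 2,000 cells given 5-fluorouridine plus compound; after 16 hr at 37 °C/5% CO2, ONE-Glo was added and luciferase measured 30 min later.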
# RORg inh: qHTS for inhibitors of ROR gamma transcriptional activity; Nuclear receptor ROR-gamma (Mus musculus), P51450; Drosophila S2 Gal4-RORgamma UAS-luciferase reporter, 20 h; 310,000 tested, 5.4% active; Potency, µM (top dose mostly 53.6 µM), for the others: top-dose activity change, negative = inhibition, usual class: inhibitors; further: potency means the concentration at half of the fitted maximal effect; on the % scale 0 is the no-effect control and ±100 the full control effect; nearly all actives have a fitted effect of over 60% in size
# Target sequence (P51450 whole entry, looked up, the tested form may be a part): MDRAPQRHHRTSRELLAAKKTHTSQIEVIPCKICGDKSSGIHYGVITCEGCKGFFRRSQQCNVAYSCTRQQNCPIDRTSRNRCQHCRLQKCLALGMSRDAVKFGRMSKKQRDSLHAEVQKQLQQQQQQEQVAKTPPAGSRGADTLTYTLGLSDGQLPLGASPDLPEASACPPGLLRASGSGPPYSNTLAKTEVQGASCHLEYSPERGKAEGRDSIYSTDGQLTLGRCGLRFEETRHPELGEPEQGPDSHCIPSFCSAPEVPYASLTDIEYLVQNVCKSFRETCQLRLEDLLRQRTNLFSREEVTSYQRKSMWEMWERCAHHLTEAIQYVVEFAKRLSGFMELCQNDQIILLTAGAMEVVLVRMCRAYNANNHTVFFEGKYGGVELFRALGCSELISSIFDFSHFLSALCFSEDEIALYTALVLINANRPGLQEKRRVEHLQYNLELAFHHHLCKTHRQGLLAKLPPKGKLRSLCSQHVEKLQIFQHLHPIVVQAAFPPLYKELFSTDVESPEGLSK
#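 Drosophila S2 cells stably expressing Gal4-DBD/mouse RORγ fusion under metallothionein promoter plus UAS-luciferase; compound 1 h, then 700 uM CuSO4 induction for 20 h at ambient temperature; inhibition read as reduced luminescence.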
# NPC1 promoter act: qHTS Assay for NPC1 Promoter Activators; Huh7 NPC1 promoter luciferase reporter, 24 h; Potency, µM (highest dose often 9.22 µM), inactives show at the top dose activation, hits mostly activators; 320,000 tested, 2.4% active; AID 485313, 2010;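 further: potency means the concentration at half of the fitted maximal effect; % of control where 0% means no effect; nearly all actives have a fitted effect of over 60% in size; reporter is driven by a mutant NPC1 promoter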
#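 Luminescence read-out of NPC1 promoter-driven luciferase in stably transfected Huh7 cells; compounds delivered in DMSO and left 24 h at 37C, 5% CO2, qHTS titration format.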
# Starred values were filed as active, the others as inactive; ? = inconclusive; . = no result given; & = joins results of further samples; [ ] = remark or other dose. Unless noted, the call rests on the fitted dose curve; in most records, active means well fitted curve in the direction sought with a large enough effect; inconclusive means small, poorly fitted or top-dose-only effect, or another doubt; inactive means no such curve, though single readings can be large; an effect the other way counts as inactive or inconclusive. Only part of the results is shown (hit frequency here may not be typical).
SMILES,MBNL1-CUG inh,VP16 counter,FLuc modulator,Menin MLL FP TR,Mito fusion yeast,Rab9 prom act,PKM2 activator,KCNH2 3.1 inh,ELG1 repair inh,RORg inh,NPC1 promoter act
CC1CCCC(C)N1C(=O)Cn1c(SCC(=O)Nc2ccc3c(c2)OCO3)nc2ccccc21 (stereo unspecified),-3%,-10%,6%,4%,15%,-13%,2%,-32,?,11%[10 µM],2%
O=C1N=c2ccc(Br)cc2=C1c1sc(=O)[nH]c1O,26%,-9%,-18%,?,21%,-5%,.,.,-3%,15%,0%
CCOC(=O)N1CCN(C(=O)CN(C2CCCCC2)S(=O)(=O)c2ccc(Cl)cc2)CC1,12%,-2%,3%,0%,2%,-1%,-3%,-17,-10%,-2%,0%
O=C(NCC1CCCO1)c1ccc2c(=O)n(CC3CCCO3)c(SCC(=O)N3CCCC3)nc2c1 (stereo unspecified),-16%,-4%,-4%,-30%,-8%,13%,-8%,7,8%,10%,2%
Cc1onc(-c2c(F)cccc2Cl)c1C(=O)c1ccccc1O,13%,-2%,-2%,.,-17%,-2%,6%,-19,-1%,27%,-5%
Cc1cccc(C(C)C)c1NC(=O)CSc1nncn1C,-4%,-1%,7%,2%,-9%,-5%,-7%,32,0%,13%,-1%
O=C(CSc1nc2c(oc3ccccc32)c(=O)n1CC1CCCO1)NCc1ccccc1 (stereo unspecified),.,.,2%,.,-8%,-5%,.,-7,0%,.,1%
CCc1cccc(CC)c1-n1c(SCc2cc(=O)n3ccsc3n2)nnc1-c1cccnc1,-1%,-1%,-2%,-14%,4%,1%,6%,-15,?,24%,-2%
CCOc1cc(NC(=O)c2ccco2)c(OCC)cc1NC(=O)CCc1ccccc1OC,3%,-20%,0%,-13%,-6%,-8%,-7%,-18,21µM*,-19%,-2%
COc1ccc([N+](=O)[O-])cc1NC(=O)COC(=O)c1ccccn1,.,7%,-2%,4%,5%,2%,6%,-8,22%,7%,6%
O=Nc1c2nc3ccccc3n(O)c-2c2ccccc12,?,?,?,?,-10%,?,5%,.,-5%,?,28%
NCCc1nnc(SCC(N)=O)o1,15%,2%,-1%,15%,-1%,-8%,-1%,3,0%,-5%,1%
Cc1c(C(C)C)c(=O)n(-c2ccc(S(=O)(=O)NCc3ccccc3)cc2)n1C,-17%,7.9µM*,-2%,-1%,14%,-28%,-1%,-16,1.5µM*,?,-33%[inhibitor]
Cc1ccc(S(=O)(=O)Nc2cc(C(=O)O)ccc2N2CCCCC2)cc1,-8%,16%,2%,31%[activator],-3%,-2%,-6%,3,3%,-21%,0%
Cc1ccc(S(=O)(=O)Cc2ccc(C(=O)N3CCN(c4ccccn4)CC3)o2)cc1,-1%,3%,0%,-1%,1%,-2%,-15%,-24,?,-3%,-1%
Cc1ccc(C)c(OCCC(=O)NNC(=O)c2ccncc2)c1,.,.,-1%,.,-4%,-3%,.,10,3%,.,-2%
Cc1ccsc1C(=O)N(c1nc2ccccc2s1)c1c(C)cccc1C,13%,-2%,2%,19%,-4%,-4%,-2%,-2,-13%,-26%,-6%
CCNc1nc(NCC)n2c(SCC(=O)c3ccc(C(C)C)cc3)nnc2n1,-19%,-3%,4%,0%,-5%,-3%,-3%,-4,?,4%,-3%
CC1Cc2ccccc2N1C(=O)c1ccc2snnc2c1 (stereo unspecified),7%,-2%,3%,2%,9%,-6%,0%,-34,-8%,2%,0%
CCc1ccccc1NC(=O)CNC(=O)c1cccc(S(=O)(=O)N2CCN(Cc3ccccc3)CC2)c1,.,.,4%,.,0%,-8%,.,-11,?,.,1%
O=C(NNS(=O)(=O)c1ccc(F)cc1)c1ccccc1F,-9%,1%,3%,3%,2%,1%,-1%,3,7%,-9%,-4%
Cc1cccc(OCc2nnc(SCC(=O)N3c4ccccc4Sc4ccc(Cl)cc43)o2)c1,?,-10%,-1%,6%,5%,-4%,1%,4,-4%,16%,-7%
CCn1c(SCC(=O)N/N=C/c2cc(OC)c(OC)c(OC)c2)nc2ccccc21,?,-10%,-19%,8%,-4%,-5%,1%,8,?,15%,-1%
c1ccc(CC2CCN(c3nc4ccccc4n4cnnc34)CC2)cc1,-10%,-10%,-14%,.,17%,-5%,2%,7,?,-32%,0%
CC1CCCCN1S(=O)(=O)c1coc(C(N)=O)c1 (stereo unspecified),-7%,-1%,1%,2%[11.7 µM],1%,-1%,0%,9,-2%,1%,-1%
CCOc1ccc(/C=C(\C#N)C(=O)c2c(C)[nH]c3ccccc23)cc1OC,0%,7%,-2%,?,-1%,-16%,5%,-1,-6%,9%,0%
COc1cc(C(=O)OCc2cccc(OC)c2OC)ccc1OCC(=O)N1CCOCC1,.,.,?,.,0%,-4%,.,3,?,.,3%
COc1cc(NC(=O)CCCC(=O)OCC(F)(F)C(F)F)nc(OC)n1,12%,-4%,2%,8%[11.7 µM],-2%,-4%,-10%,-18,?,-1%,0%
COc1ccc(CNCC(O)COc2cccc3c2OC(C)(C)C3)cc1 (stereo unspecified),-9%,10µM*,2%,-30%,-1%,-8%,-5%,-27,9.2µM*,-12%,-16%
Cc1onc(-c2c(Cl)cccc2Cl)c1C(=O)N=S(C)(=O)c1ccccc1 (stereo unspecified),.,-1%,5%,.,1%,-8%,3%,15,-2%,5%,1%
CCOc1ccc(C(=O)N[C@H](C(=O)Nc2cccc(S(=O)(=O)N3CCOCC3)c2)C(C)C)cc1,.,.,-1%,.,7%,-4%,.,-5,?,.,-7%
CN(C)/C=C(\C#N)S(=O)(=O)c1ccccc1,1%,3%,-3%,9%,-1%,-3%,16%,19,-11%,-13%,-4%
COc1ccc(-c2[nH]ncc2-c2csc(C)n2)c(O)c1,-8%,?,3%,-9%,-3%,-5%,-4%,1,1%,-43%,-1%
O=C(CNCC1CCCO1)N1CCN(S(=O)(=O)c2ccc3ccccc3c2)CC1 (stereo unspecified),-2%,-5%,6%,-2%,1%,1%,-1%,-9,0%,-13%,1%
Cc1ccc(CNC(=O)c2cccc3c2C(=O)c2ccc(N4CCC(C)CC4)cc2S3(=O)=O)cc1,.,.,-46%,.,14%,16%,.,-46,?,.,13%
Cc1nnc(N2CCCC(C(=O)Nc3cc(F)ccc3F)C2)c2nn(-c3ccccc3)c(C)c12 (stereo unspecified),1%,-18%,1%&5%,.,0%,0%,.,-29,?,-22%,0%
CCn1cc(CN2CCC(n3nccc3NC(=O)C3CCCC3)CC2)cn1,-4%,2%,2%,.,1%,1%,.,7,5%,-9%,-4%
NC(=O)CC(NC(=O)c1ccc(Br)cc1)c1ccc(N2CCN(c3ccccn3)CC2)c([N+](=O)[O-])c1 (stereo unspecified),7%,-8%,0%,.,2%,-2%,-3%,-4,?,28%,-9%
N#Cc1cc(-c2ccccc2)oc1/N=C/c1ccccc1O,9%,?,-3%,14%,10%,5%,-18%,9,-6%,12%,16%
CCOc1ccc(NC(=O)CCN2CCN(c3ccccc3)CC2)cc1,3%,0%,4%,-10%,-2%,-8%,-3%,-13,-1%,3%,0%
S=c1[nH]nc(-c2ccccc2Cl)n1CC1CCCO1 (stereo unspecified),-2%,-7%,0%,?,0%,-2%,-6%,7,8%,-8%,-3%
COc1ccc(-c2nc(N)nc(C)c2-c2ccc(Cl)cc2)c(O)c1,-6%,9%,-1%,28%,-3%,-6%,.,2,-22%,10%,-4%
Cc1noc(/C=C/N(C)C)c1S(=O)(=O)N1CCCC(C(=O)NCc2ccco2)C1 (stereo unspecified),-4%,-4%,-3%,28%,-3%,9%,1%,-17,-8%,-8%,1%
